TRb SRC2 PPI: inhibitors of human thyroid hormone receptor beta-SRC2 interaction; P10828; hit rate 0.065% among 280,000; Potency, µM (doses to about 106 µM), without a hit: top-dose activity change, negative = inhibition, usual class: inhibitors; TRbeta-SRC2 peptide binding, fluorescence polarization; receptor liganded with 1 µM T3;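 also: plate controls were bound peptide for no effect and peptide without receptor for full effect; nearly all actives have a fitted effect of over 50% in size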
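Each compound concentration gave % activity, normalized to unbound and bound Texas Red SRC2 controls, from polarization read after 5 hr ambient incubation with T3-loaded human TRb LBD.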
HTT ATP protect: protects HTT-Q103 PC12 cells, measured by ATP; PC12 HTT-Q103 induced, cytoprotection, ATP luminescence, 40 h; Potency, µM (top dose mostly 56.4 µM), without a hit: cytoprotection (ATP increase), hits mostly activators; hit rate 0.14% among 230,000;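 also: % of control where 0% means no effect; nearly all actives have a fitted effect of over 45% in size; toxic huntingtin expression switched on by the ecdysone agonist tebufenozide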
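Rat PC12, Q103 Htt exon1-GFP fusion, ecdysone promoter; tebufenozide inducer 100 nM final; compound titration; qHTS, 1500 cells/well; ATPlite luminescent read.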
RECQ1 inh: inhibitors of human RECQ1 DNA helicase; hit rate 0.54% among 240,000; Potency, µM (titrated, usually from 57.3 µM), inactives show at the top dose activity, negative = inhibition, usual class: inhibitors; AID 2549; RECQ1 DNA unwinding, red fluorescence kinetic read; P46063;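 also: plate controls were vehicle for no effect and no enzyme for full effect; nearly all actives have a fitted effect of over 30% in size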
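50 nM RECQ1T1 preincubated 15 min with compound in Tris pH 8.0 buffer with MgCl2, DTT, Tween-20 and 2.5 ug/ml poly(dI-dC); started with 200 nM TAMRA/BHQ-2 forked duplex and 2 mM ATP. Unwinding read as fluorescence (525/598 nm), two reads 2 h apart.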
Tau fluor cs: counter-screen for tau fibril formation inhibitors. tau K18 P301L Alexa594 fluorescence, heparin fibrillization. Potency, µM (doses to about 57.7 µM), without a hit: top-dose activity change, negative = decrease. hit rate 0.93% among 280,000; also: % is scaled to controls: 0 for no effect and ±100 for the full control effect; nearly all actives have a fitted effect of over 55% in size
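Human tau K18 P301L (15 uM unlabeled, 0.24 uM Alexa 594-labeled) in 100 mM sodium acetate pH 7 with 20 uM heparin, 6 hr at 37 C. ThT 30 uM added, 1 hr ambient; Alexa 594 FP and total fluorescence read at 555/632 nm.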
Tau FP inhib: inhibitors of human tau fibril formation; P10636; K18 P301L tau heparin fibrillization, Alexa594 FP, 6 h; Potency, µM (titrated, usually from 57.7 µM), for inactives: top-dose activity, negative = inhibition, actives largely listed as inhibitors; hit rate 0.39% among 280,000; also: % is scaled to controls: 0 for no effect and ±100 for the full control effect; nearly all actives have a fitted effect of over 55% in size
Target sequence (P10636 561-689 P618L limits assumed): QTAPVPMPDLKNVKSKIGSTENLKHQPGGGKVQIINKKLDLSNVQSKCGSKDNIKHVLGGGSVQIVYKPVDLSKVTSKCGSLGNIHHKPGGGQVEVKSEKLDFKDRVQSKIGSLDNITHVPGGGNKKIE
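Recombinant K18 P301L […], labeled with Alexa 594 at 0.24 uM over 15 uM unlabeled; heparin inducer 20 uM final; 37 C, 6 hr; FP endpoint.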
Tau fibril ThT: inhibitors of human tau fibril formation, thioflavin T binding; P10636; recombinant tau K18 P301L (four-repeat tau fragment), heparin-induced fibrillization, ThT fluorescence; Potency, µM (doses to about 57.4 µM), without a hit: at the highest dose activity, negative = inhibition, actives largely listed as inhibitors; hit rate 2.1% among 270,000; also: % is scaled to controls: 0 for no effect and ±100 for the full control effect; nearly all actives have a fitted effect of over 55% in size
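Aggregation was driven by heparin (20 uM final) acting on recombinant tau […] bearing P301L in 100 mM sodium acetate pH 7; fibrils were detected with Thioflavin T.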
TR SRC2 fluor cs: alters Texas Red total fluorescence, flagging assay interference. TRb/SRC2 Texas Red total fluorescence interference. hit rate 0.29% among 280,000. AID 1479. Potency, µM (top dose mostly 106 µM), inactives show top-dose fluorescence change, negative = quenching; active = well fitted curve in either direction with a large enough effect; inconclusive = small, poorly fitted or top-dose-only effect; also: % is scaled to controls: 0 for no effect and ±100 for the full control effect
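Human TRβ ligand-binding domain (0.6 uM) and Texas Red SRC2 peptide (20 nM) in Tris buffer with 1 uM T3 and 5% DMSO were incubated with pinned compound for 5 hr at ambient temperature. Total fluorescence was computed as S + 2P (555/632 nm).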
L3MBTL1 block: inhibitors of human L3MBTL1 | Q9Y468 | AlphaScreen L3MBTL1–H3K9me1 peptide binding | Potency, µM (highest dose often 57.1 µM), without a hit: at the top dose activity, negative = inhibition, hits mostly inhibitors | hit rate 0.66% among 230,000 | AID 485360; also: % is scaled to controls: 0 for no effect and ±100 for the full control effect; nearly all actives have a fitted effect of over 60% in size
Target sequence (Q9Y468 whole entry, looked up): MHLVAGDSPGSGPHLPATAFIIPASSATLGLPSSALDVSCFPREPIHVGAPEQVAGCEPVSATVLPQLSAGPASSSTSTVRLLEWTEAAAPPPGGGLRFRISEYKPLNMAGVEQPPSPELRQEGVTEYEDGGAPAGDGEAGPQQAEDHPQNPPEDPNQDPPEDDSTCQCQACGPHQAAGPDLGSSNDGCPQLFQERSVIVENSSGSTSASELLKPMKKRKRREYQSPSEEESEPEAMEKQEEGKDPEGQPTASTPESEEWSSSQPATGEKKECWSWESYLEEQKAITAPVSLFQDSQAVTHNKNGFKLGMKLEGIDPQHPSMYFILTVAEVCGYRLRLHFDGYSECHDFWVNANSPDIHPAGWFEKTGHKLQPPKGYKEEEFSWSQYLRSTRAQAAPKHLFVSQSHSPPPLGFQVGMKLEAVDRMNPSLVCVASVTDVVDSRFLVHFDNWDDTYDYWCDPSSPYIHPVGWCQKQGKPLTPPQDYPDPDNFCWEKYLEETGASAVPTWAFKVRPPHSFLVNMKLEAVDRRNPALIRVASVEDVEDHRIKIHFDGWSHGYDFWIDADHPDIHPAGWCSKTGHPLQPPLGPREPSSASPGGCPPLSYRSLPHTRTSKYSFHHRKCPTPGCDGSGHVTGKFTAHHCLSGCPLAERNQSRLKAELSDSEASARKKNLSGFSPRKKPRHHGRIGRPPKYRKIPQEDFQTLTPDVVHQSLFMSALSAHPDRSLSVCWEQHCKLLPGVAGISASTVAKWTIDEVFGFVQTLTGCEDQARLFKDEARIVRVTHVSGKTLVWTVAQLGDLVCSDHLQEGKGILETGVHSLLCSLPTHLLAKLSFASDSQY
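L3MBTL1 50 nM + b-AHA-H3(1-15)K9me1 75 nM, 30 min RT; compound added, 30 min RT; streptavidin donor/Ni-chelate acceptor beads 10 ug/mL each final, 30 min RT dark; AlphaScreen read.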
The depositor's hits bear a star; i = inactive; ? = inconclusive; . = no result given; & = joins results of further samples; [ ] = dose if it differs, or a comment. Unless noted, calls follow the shape of the dose curve; as a rule, active = well fitted curve in the direction sought with a large enough effect; inconclusive = small, poorly fitted or top-dose-only effect, or another doubt; inactive = no such curve, though single readings can be large; an effect the other way counts as inactive or inconclusive. Potency is read from the fitted curve at half-maximal effect.

#	SMILES	HTT ATP protect	TR SRC2 fluor cs	TRb SRC2 PPI	RECQ1 inh
1	CCCNC(=O)C1CCN(c2ccc(S(=O)(=O)N3CCOCC3)cc2Cl)CC1	-6%[10 µM]	0%	-3%	i
2	CC(Oc1cccc(NC(=O)c2cccs2)c1)C(=O)c1ccccc1 (configuration not stated)	-50%[inhibitor][1.9 µM]	1%	0%	?
3	O=c1c2sc3ccccc3c2n(Cc2cccc(Cl)c2)c(=O)n1Cc1ccccc1	.	?	-1%	.
4	O=C1c2ccccc2C(=O)N1CCC(c1ccccc1)c1ccco1 (configuration not stated)	0%	-1%	-4%	-18%
5	CCCCCCCCCn1c2c(c(=N)c3c1CCC3)CCCC2	-76%[inhibitor][10 µM]	1%	6%	-5%
6	Cc1nn(Cc2cccc(C(=O)NN)c2)c(C)c1Cl	-11%[10 µM]	0%	-5%	-4%
7	O=S(=O)(N/N=C\c1cn(-c2ccccc2)nc1-c1ccccc1)c1ccccc1	-13%	-1%	3%	-17%
8	O=S(=O)(NCC(c1ccco1)S(=O)(=O)c1cccs1)c1ccc(F)c(C(F)(F)F)c1 (configuration not stated)	.	1%	-9%	.
9	CCn1c(-c2cc(OC)c(OC)c(OC)c2)n[nH]c1=S	-3%	-4%	-1%	2%
10	CC(C)NS(=O)(=O)c1ccc(Oc2ncc(C(F)(F)F)cc2Cl)cc1	?	-6%	-2%	4%

#	Tau FP inhib	Tau fluor cs	L3MBTL1 block	Tau fibril ThT
1	-3%	-5%	7%	-3%
2	?	?	5%	2%
3	?	-11%	.	4%
4	?	-24%	.	-10%
5	-8%	-10%	0%	-15%
6	-1%	-6%	-4%	-3%
7	-8%	?	4%	-15%
8	-3%	-19%	.	-7%
9	-14%	-16%	.	-13%
10	0%	-23%	-2%	-24%

Next section.
#	SMILES	HTT ATP protect	TR SRC2 fluor cs	TRb SRC2 PPI	RECQ1 inh
11	NNC(=S)Nc1c(Br)cc(F)cc1Br	-5%[10 µM]	-1%	4%	-11%
12	Clc1ccc(CNc2nc(N3CCOCC3)nc(N3CCOCC3)n2)cc1	0%	-1%	5%	-13%
13	O=C(Nc1ccc2c(c1)CCC2)c1cc(S(=O)(=O)Nc2ccc(F)cc2)c(Cl)cc1Cl	.	-1%	-3%	2%
14	O=C(Nc1ccccc1)c1cccc(Cn2cc(C(F)(F)F)ccc2=O)c1	-8%[10 µM]	1%	1%	-4%
15	CNC(=S)N/N=C(\C)c1ccc(C(C)(C)C)cc1	30%[10 µM]	-3%	-7%	-3%
16	O=C(OCCN1C(=O)c2ccccc2C1=O)c1cnccn1	-5%[10 µM]	0%	-21%	i
17	CCCOc1ccc(-c2nc(C#N)c(N3CCC(C(N)=O)CC3)o2)cc1	3%	-1%	-11%	-5%
18	COc1ccc(OC)c(C(c2nnnn2CC2CCCO2)N2CCN(C3CCCC3)CC2)c1 (configuration not stated)	4%	0%	-2%	i
19	NS(=O)(=O)c1ccc(NC(=O)c2ccccc2C(=O)N2CCCCC2)cc1	-18%[10 µM]	-4%	5%	-3%
20	C/C(=N/OC(=O)c1ccc(C)cc1)c1ccc(N2C(=O)C3CCCCC3C2=O)cc1 (configuration not stated)	-6%	-3%	1%	i

#	Tau FP inhib	Tau fluor cs	L3MBTL1 block	Tau fibril ThT
11	5%	-8%	3%	0%
12	-1%	-17%	.	-15%
13	5%	3%	-10%	3%
14	3%	11%	-1%	1%
15	-1%	-24%	-8%	?
16	-4%	2%	-4%	0%
17	7%	-7%	-4%	-5%
18	3%	-6%	-6%	-12%
19	1%	-8%	.	-3%
20	-4%	-16%	13%	-10%

Among those listed so far, two have a furan ring, fused or not:
#	SMILES	HTT ATP protect	TR SRC2 fluor cs	TRb SRC2 PPI	RECQ1 inh
4	O=C1c2ccccc2C(=O)N1CCC(c1ccccc1)c1ccco1 (configuration not stated)	0%	-1%	-4%	-18%
8	O=S(=O)(NCC(c1ccco1)S(=O)(=O)c1cccs1)c1ccc(F)c(C(F)(F)F)c1 (configuration not stated)	.	1%	-9%	.

#	Tau FP inhib	Tau fluor cs	L3MBTL1 block	Tau fibril ThT
4	?	-24%	.	-10%
8	-3%	-19%	.	-7%

Next compounds.
#	SMILES	HTT ATP protect	TR SRC2 fluor cs	TRb SRC2 PPI	RECQ1 inh
21	CSc1ccc(/C=N/NC(=O)c2cccc(Cl)c2)cc1	.	-2%	6%	-3%
22	Cc1noc(C)c1S(=O)(=O)N1CCC(C(=O)N2CCN(C3CCCC3)CC2)CC1	-2%	-3%	-7%	3%
23	Cc1cc(-c2csc(NC(=O)c3ccc(=O)[nH]c3)n2)c(C)n1Cc1ccccc1	27%[10 µM]	1%	0%	-4%
24	N#Cc1nc(-c2cccs2)oc1NCc1ccc(Cl)cc1	-6%[1.9 µM]	-3%	7%	-21%
25	Cc1ccc(CSc2nnc(-c3ccc4c(c3)OCO4)o2)cc1	9%	-1%	0%	-13%
26	CCC(=O)N1CCc2cc(Br)cc(S(=O)(=O)CCC(=O)NCCc3ccc(C)cc3)c21	.	1%	-7%	.
27	CCN1CCN(CCC(=O)Nc2ccc(Br)cc2)CC1	-22%	-2%	-8%	i
28	CCc1ccc(C(=O)/C=C/c2ccc([N+](=O)[O-])o2)cc1	3%[10 µM]	0%	-7%	-9%
29	Cn1c(Sc2ccccc2Cl)c(C=O)c2ccccc21	-16%	-2%	-1%	-2%
30	Cn1c2ccccc2c2cnn(CC(=O)NCCCN3CCCCC3)c(=O)c21	.	0%	-1%	.

#	Tau FP inhib	Tau fluor cs	L3MBTL1 block	Tau fibril ThT
21	-11%	-19%	-3%	?
22	5%	0%	-14%	-5%
23	2%	?	?	-15%
24	?	18µM*[quencher]	-26%	-10%
25	-12%	-12%	.	?
26	0%	-1%	.	5%
27	0%	-4%	?	1%
28	?	?	.	8.9µM*
29	0%	-4%	25%	-4%
30	-5%	-10%	.	-9%

Retrieved one by one from above:
#	SMILES	HTT ATP protect	TR SRC2 fluor cs	TRb SRC2 PPI	RECQ1 inh
22	Cc1noc(C)c1S(=O)(=O)N1CCC(C(=O)N2CCN(C3CCCC3)CC2)CC1	-2%	-3%	-7%	3%
26	CCC(=O)N1CCc2cc(Br)cc(S(=O)(=O)CCC(=O)NCCc3ccc(C)cc3)c21	.	1%	-7%	.
30	Cn1c2ccccc2c2cnn(CC(=O)NCCCN3CCCCC3)c(=O)c21	.	0%	-1%	.
21	CSc1ccc(/C=N/NC(=O)c2cccc(Cl)c2)cc1	.	-2%	6%	-3%

#	Tau FP inhib	Tau fluor cs	L3MBTL1 block	Tau fibril ThT
22	5%	0%	-14%	-5%
26	0%	-1%	.	5%
30	-5%	-10%	.	-9%
21	-11%	-19%	-3%	?

Profiles, looked up by structure. Order of values: HTT ATP protect, TR SRC2 fluor cs, TRb SRC2 PPI, RECQ1 inh, Tau FP inhib, Tau fluor cs, L3MBTL1 block, Tau fibril ThT
Cc1noc(C)c1S(=O)(=O)N1CCC(C(=O)N2CCN(C3CCCC3)CC2)CC1 across the screens: -2%, -3%, -7%, 3%, 5%, 0%, -14%, -5%
N#Cc1nc(-c2cccs2)oc1NCc1ccc(Cl)cc1 across the screens: -6%[1.9 µM], -3%, 7%, -21%, ?, 18µM*[quencher], -26%, -10%

New compounds follow:
#	SMILES	HTT ATP protect	TR SRC2 fluor cs	TRb SRC2 PPI	RECQ1 inh
31	O=C(NCC1CCCO1)c1cn(-c2ccccc2)nc1-c1ccccc1 (configuration not stated)	7%[10 µM]	0%	-7%	i
32	COC(=O)C/C=C/[C@@H](C)[C@@H](Cc1ccccc1Br)OC	13%	-3%	-4%	-11%
33	CC(=O)NCCC(=O)Nc1nc(-c2cccs2)c(-c2cccs2)s1	-6%[10 µM]	3%	-8%	2%
34	CCOC(=O)C/C(C)=N/NC(=O)CN(c1ccc(Br)cc1)S(=O)(=O)c1ccccc1	4%[10 µM]	-5%	-2%	-7%
35	CCc1nnc(NS(=O)(=O)c2ccc(Nc3ccc4nonc4c3[N+](=O)[O-])cc2)s1	19%[10 µM]	-2%	4%	3%
36	CCOC(=O)C(C)Sc1nnc2n1C(C)(C)Cc1ccccc1-2 (configuration not stated)	25%[10 µM]	0%	-5%	7%
37	COc1ccc(/C=N/Nc2nnc(Cc3ccc(OC)c(OC)c3)c(=O)[nH]2)cc1OC	25%[10 µM]	-2%[53 µM]	-2%[53 µM]	-1%
38	Cc1cc(CNC(=O)[C@H](C)[C@@H]2C[C@@]2(C)[C@@H](NC(=O)OCc2ccccc2)c2ccccc2)nn1C	4%	0%&3%	0%&10%	5%&3%
39	COc1ccc(NS(=O)(=O)c2cccc(NC(=O)C34CCC(CC3)C4)c2)cc1	-7%[10 µM]	2%	-5%	-7%
40	OCCC1CN(Cc2ccncc2)CCN1C1CCCC1 (configuration not stated)	13%[10 µM]	-3%	-1%	i
41	Cc1ccc(-c2cc(C(=O)Nc3ccc(S(=O)(=O)Nc4ncccn4)cc3)c3ccccc3n2)cc1	11%[10 µM]	5%	4%	1%
42	O=C(Nc1cccc(OC(F)(F)F)c1)c1ccc(Br)o1	-7%	2%	-16%	-6%
43	Cc1cc(C)c(S(=O)(=O)c2ccccc2C)c(OCC(C)(C)C)n1	-9%	0%	-9%	i

#	Tau FP inhib	Tau fluor cs	L3MBTL1 block	Tau fibril ThT
31	0%	-6%	8%	-3%
32	-3%	-2%	.	-4%
33	5%	-19%	-12%	-2%
34	-2%	-5%	-5%	15%
35	0%	-2%	2%	?
36	-2%	0%	8%	6%
37	4%	7%	-9%	14%
38	-6%&4%	-8%&-9%	-3%	-12%&-10%
39	0%	-15%	-5%	2%
40	-3%	2%	4%	-5%
41	-2%	-11%	0%	-5%
42	?	-19%	-5%	-13%
43	-3%	-13%	12%	-13%

Assay outcomes from PubChem.

A portion of the library. The share of hits here may be higher or lower than overall.
